Bioassay records (PubChem)
GAA glycogen mod: qHTS Assay for Inhibitors and Activators of Human alpha-Glucosidase Cleavage of Glycogen. Lysosomal alpha-glucosidase (Homo sapiens), P10253. recombinant GAA, glycogen substrate, Amplex Red glucose oxidase fluorescence. Potency, µM (top dose mostly 76.4 µM), without a hit: at the highest dose activity change, negative = inhibition, usual class: inhibitors. 300,000 compounds, 0.38% hits; active = well fitted inhibition curve with a large enough effect; inconclusive = small, poorly fitted or top-dose-only effect, or another doubt; inactive = no such curve, though single readings can be large or run the other way;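 note: 0% = full enzyme reaction and -100% = no-enzyme basal signal; the screen sought inhibitors and activators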
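Natural-substrate format: glycogen cleavage by 4 nM human enzyme, glucose read by Amplex Red coupling (Ex 573, Em 610 nm). Normalized to enzyme and no-enzyme controls.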
The depositor's hits bear a star; ? = inconclusive; & = joins results of further samples; [ ] = dose if it differs, or a comment. Potency is the fitted concentration of half-maximal effect. A portion of the library; the hit share may differ from the screen's.

SMILES | GAA glycogen mod
COc1ccc(-c2cn3nc(N4CCC(C(=O)Nc5cccc(C)c5C)CC4)sc3n2)cc1 | -5.7%[76.3 µM]
CCOc1ccc(CCNC(=O)Cc2ccc(NC3=NC4CS(=O)(=O)CC4S3)cc2)cc1 (stereo not drawn) | -1.7%[76.3 µM]
COc1ccccc1OC(C)C(=O)Nc1cccc(-c2nc3ccccc3s2)c1 (stereo not drawn) | -24.1%[76.3 µM]
O=C(COc1cc([N+](=O)[O-])cc2cccnc12)NCCC1=CCCCC1 | 5.2%[76.3 µM]
COc1ccc(-c2nc3n(n2)C(c2cccc(C)c2)C(C(N)=O)=C(C)N3)cc1OC (stereo not drawn) | ?
COc1ccc(Cl)cc1NC(=O)CN(c1cccc(C)c1C)S(=O)(=O)c1ccccc1 | -10.2%[76.3 µM]
COc1ccccc1N1C(=O)S/C(=C\c2cccs2)C1=O | 1.0%[76.3 µM]
CC1CCN(S(=O)(=O)c2ccc3c(ccn3CC(=O)O)c2)CC1 | -6.4%[76.3 µM]
O=C(NCCS(=O)(=O)c1ccc(Br)cc1)c1ccc(Cl)cc1Cl | 1.2%[76.3 µM]
Cn1cc(S(=O)(=O)N2CCCC2)cc1C(=O)N1CCN(c2cccc(Cl)c2)CC1 | -9.5%&12.6%[76.3 µM]
Cc1ccc(Cl)cc1N(CC(=O)NCc1ccccc1)S(C)(=O)=O | -3.7%[76.3 µM]
Cc1ccc(Cn2c(C(=O)O)c(CNCCc3ccco3)c3ccc(C)cc32)cc1 | -3.5%[76.3 µM]
O=C(C1CCN(c2ncnc3c2nc2n3CCCCC2)CC1)N1CCN(c2ccc(Cl)cc2)CC1 | 2.7%[76.3 µM]
CCOC(=O)c1ccccc1NC(=O)Cn1c(=O)n(Cc2ccc(C(=O)NCc3ccc4c(c3)OCO4)cc2)c(=O)c2ccccc21 | 2.5%[76.3 µM]
COc1ccc(C(=O)N/C(=C\c2cn(C)c3ccccc23)C(=O)NCCCN2CCOCC2)cc1OC | -26.5%[76.3 µM]
Cc1ccc2nc3c(c(Nc4ccc(C)c(C)c4)c2c1)CCC3 | 12.2%[76.3 µM]
CCCSCCCNC(=O)c1ccc2c(c1)sc1nc(-c3ccc(OCC)cc3)cn12 | -1.9%[76.3 µM]
O=C(Nc1ccccc1Cl)c1cccc(NC(=O)c2cccs2)c1 | -3.9%[76.3 µM]
COc1ccc(-n2nnnc2C2CCN(S(=O)(=O)c3ccc(C)cc3)CC2)cc1 | -13.2%[76.3 µM]
COc1ccccc1CSc1nc2n(n1)C(c1ccccc1)C(C(=O)Nc1ccc(C)cc1)=C(C)N2 (stereo not drawn) | -12.2%[76.3 µM]
O=c1n(Cc2cccc(C(F)(F)F)c2)c2ccccc2c2nc(-c3ccccc3)nn12 | 10.2%[76.3 µM]
CC(NC(=O)Nc1ccc(Cl)cc1)c1ccccc1 (stereo not drawn) | 4.8%[76.3 µM]
CNc1c(NS(=O)(=O)c2ccc(F)cc2)c(=O)oc2ccccc12 | 0.7%
Cc1cc(C)cc(NC(=S)N2CCN(C(=O)c3ccco3)CC2)c1 | -0.9%[76.3 µM]
CC(C)Oc1ccc(S(=O)(=O)N2CCOCC2)cc1NC(=O)c1ccc(N2CCCC2=O)cc1 | -3.9%[76.3 µM]
Cc1ccc(C)c(NC(=O)c2cc(C)nc3ccccc23)c1 | 1.9%[76.3 µM]
NC(N)=NS(=O)(=O)c1ccc(NC(=S)NC(=O)/C=C/c2ccccc2)cc1 | 18.5%[76.3 µM]
COc1ccccc1N(CC(=O)NC1CCCC1)S(=O)(=O)c1ccc(C)cc1 | 12.2%[76.3 µM]
CCN(CC)c1ccc(NC(=O)C2CCCN(S(=O)(=O)c3ccc4c(c3)oc(=O)n4C)C2)c(C)c1 (stereo not drawn) | ?
CCCc1nnc(NC(=O)C2CC(=O)N(C3CCCC3)C2)s1 (stereo not drawn) | 3.5%
O=C(O)Cc1sc(Nc2ccc(C(=O)O)cc2)nc1-c1ccccc1 | ?
COc1ccccc1Nc1c2c(nc3ccc(NC(=O)c4ccc(N(C)C)cc4)cc13)CCCC2 | -15.0%[76.3 µM]
O=C(CCC(=O)N1CCN(c2ccccc2F)CC1)N1CCN(c2ccc(F)cc2)CC1 | -2.5%[76.3 µM]
CCCCc1cc(=O)oc2cc(OCC(=O)N[C@@H](Cc3ccccc3)C(=O)O)ccc12 | -15.7%[76.3 µM]
CC1=NN(C(C#N)c2ccc(F)cc2)C(c2ccccc2)C1 (stereo not drawn) | 1.6%[76.3 µM]
CCCCn1c(C)cc2c(c1=O)C1O[C@](CCCC)(Cc3cc(C#N)ccc31)O2 | 11.9%[15.3 µM]

Taken from the entries so far, 6 compounds:
SMILES | GAA glycogen mod
O=C(O)Cc1sc(Nc2ccc(C(=O)O)cc2)nc1-c1ccccc1 | ?
COc1ccccc1Nc1c2c(nc3ccc(NC(=O)c4ccc(N(C)C)cc4)cc13)CCCC2 | -15.0%[76.3 µM]
O=C(CCC(=O)N1CCN(c2ccccc2F)CC1)N1CCN(c2ccc(F)cc2)CC1 | -2.5%[76.3 µM]
CCCCc1cc(=O)oc2cc(OCC(=O)N[C@@H](Cc3ccccc3)C(=O)O)ccc12 | -15.7%[76.3 µM]
CC1=NN(C(C#N)c2ccc(F)cc2)C(c2ccccc2)C1 (stereo not drawn) | 1.6%[76.3 µM]
CCCCn1c(C)cc2c(c1=O)C1O[C@](CCCC)(Cc3cc(C#N)ccc31)O2 | 11.9%[15.3 µM]

The results go on:
SMILES | GAA glycogen mod
CCCCCOC(=O)C1=C(C)NC(=O)NC1c1ccc([N+](=O)[O-])cc1 (stereo not drawn) | 6.5%[76.3 µM]
CCc1ccc(CNC(=O)c2ccc(OC3CCN(C(C)=O)CC3)c(OC)c2)nc1 | -2.0%[76.3 µM]
Cc1ccc(C(=O)NCc2ccc(F)cc2)cc1NC1=NC2CS(=O)(=O)CC2S1 (stereo not drawn) | 6.9%[76.3 µM]
Cc1ccc(Cn2cccc(NS(C)(=O)=O)c2=O)cc1 | 5.0%[76.3 µM]
CCOc1ccc(NC(=O)CCC(=O)c2ccc(OC)cc2)cc1 | -3.8%[76.3 µM]
Cc1ccc(C(C)C)c(OCC(O)CN2CCN(c3ccccc3F)CC2)c1 (stereo not drawn) | -15.2%[76.3 µM]
O=C(CSc1ccccc1)N1CCN(S(=O)(=O)c2ccccc2)CC1 | -18.4%[76.3 µM]
O=C1CCN(Cc2ccc(O)cc2)CCN1[C@H](CO)c1ccccc1 | -1.3%[76.3 µM]
O=C(CN1C(=O)S/C(=C\c2ccccc2F)C1=O)NCCCn1ccnc1 | -1.7%[76.3 µM]
CC(C(=O)NC1CCCCCC1)c1ccc([N+](=O)[O-])cc1 (stereo not drawn) | 14.0%[76.3 µM]
Cc1c(O)ccc(C(=O)CN2CCN(c3ccccc3)CC2)c1O | -0.2%[76.3 µM]
CN(CC1CCCN(CCc2cccc(C(F)(F)F)c2)C1)C(=O)c1cc2ccccc2o1 (stereo not drawn) | -3.5%[76.3 µM]
COc1ccc(NC(=O)NN2CCN(C)CC2)cc1 | 5.3%[76.3 µM]
CC(Oc1cc2oc(=O)c3c(c2cc1Cl)CCC3)C(=O)NCCN1CCOCC1 (stereo not drawn) | 14.2%[76.3 µM]
CCOC(=O)c1ccc(N2C(=O)C=C(N3CCOCC3)C2=O)cc1 | 6.6%
CCOc1ccc(-c2[nH]ncc2-c2ccc(Cl)cc2)c(O)c1 | -13.6%
CCN1CCOC(=O)C1CC(=O)Nc1cc(C)ccc1OC (stereo not drawn) | -4.0%[76.3 µM]
CCOC(=O)c1nn2c(C(F)(F)F)cc(-c3ccc(OC)cc3)nc2c1Br | 7.3%[76.3 µM]
Cc1ccc(C(=O)NC2(C(F)(F)F)N=C(c3ccccc3)N(Cc3ccccc3)C2=O)cc1 (stereo not drawn) | 4.9%[76.3 µM]
Cc1cc(C)c(S(=O)(=O)N2CCCC(C(=O)NCc3ccccn3)C2)c(C)c1 (stereo not drawn) | 7.3%[76.3 µM]
CCOC1=C/C(=C/c2c(N)n3nc(CC(=O)N4CCCCC4)sc3nc2=O)C=CC1=O | ?
Nc1c(C(=O)Nc2ccccc2)nnn1Cc1ccc(F)cc1Cl | -3.0%[76.3 µM]
COCCN1CCN(C(=O)C2CCC(=O)N(Cc3ccccc3OC)C2)CC1 (stereo not drawn) | -2.4%[76.3 µM]
O=S(=O)(Nc1ccccc1)c1cccc2nsnc12 | 3.9%[76.3 µM]
CS(=O)(=O)N(CC(=O)N1CCOCC1)c1cc(Cl)ccc1Cl | -0.4%[76.3 µM]
CC(C)(C)c1ccc(OCCC(=O)NCCc2ccc(S(N)(=O)=O)cc2)cc1 | -1.4%[76.3 µM]
CN(CC(=O)NC1CCN(Cc2ccccc2)CC1)S(=O)(=O)c1ccc(Br)s1 | -8.8%
O=Cc1ccc(OCc2nnc(-c3ccccc3Br)o2)cc1 | -14.3%
COc1ccccc1NC(=O)C1=C(C)Nc2nc(SCc3ccccc3)nn2C1c1ccccn1 (stereo not drawn) | 7.2%[76.3 µM]
Cc1ncc(CO)c2c1Oc1nc(-c3ccccc3Cl)nc(SCc3ccccc3F)c1C2 | 1.6%[76.3 µM]
CCOC(=O)C1=C(CN2CCN(C(=O)c3ccco3)CC2)NC(=O)NC1c1ccc(Cl)cc1 (stereo not drawn) | 1.9%[76.3 µM]
COc1ccccc1NC(=S)NCc1ccccc1 | -4.6%[76.3 µM]
NC(=O)c1ccc(NC(=O)CCN2C(=O)c3ccccc3C2=O)cc1 | -14.8%
Cc1cc(NC(=O)CSc2nnc(-c3ccc([N+](=O)[O-])cc3)o2)no1 | 4.3%[76.3 µM]
CCN1CCN(Cc2c(O)ccc3oc(C)c(C(=O)Nc4cccc(Cl)c4C)c23)CC1 | 6.8%[76.3 µM]
Cc1cc(C)nc(-n2nc(C)c3c2NC(=O)CC3c2ccccc2OC(C)C)n1 (stereo not drawn) | -10.5%[76.3 µM]
NS(=O)(=O)c1ccc(CCNC(=O)C2CCN(c3ncnc4c3nc3n4CCCCC3)CC2)cc1 | 1.1%&11.3%[76.3 µM]
Cc1cc(N2CCCCCC2)n2nc(C)c(-c3ccccc3)c2n1 | -10.2%
O=S(=O)(c1ccccc1)n1nc(-c2ccc(Cl)cc2)nc1NCc1ccc(F)cc1 | -8.3%[76.3 µM]
N#CC1=C(N)Oc2cc(N)ccc2C1c1ccccc1F (stereo not drawn) | -2.9%
O=C(NCC1CCN(Cc2ccccc2F)CC1)Nc1cccc(Br)c1 | 2.9%
CCS(=O)(=O)N1CC(=O)N(c2cccc(C)c2C)C(C)(C(=O)NC2CCCCC2)C1 (stereo not drawn) | -9.1%[76.3 µM]
CCOc1ccc(S(=O)(=O)N(CC(=O)NCCSc2ccccc2)c2ccccc2)cc1 | 15.0%[76.3 µM]
COc1cc(/C=N/NC(=O)c2ccccn2)ccc1OC(=O)c1ccc(Br)cc1 | 0.9%[76.3 µM]
Cc1cc(C)c[n+](CC(=O)c2ccccc2)c1 | -5.8%[76.3 µM]
Cc1cccc(OC(=O)CSc2nnc(CNC(=O)c3ccccc3)o2)c1C | 10.9%[76.3 µM]
CN1CCc2c(sc(NC(=O)Cc3ccc(F)cc3)c2C(N)=O)C1 | -1.0%[76.3 µM]
COc1ccc(CCN2C(=O)c3[nH]nc(-c4ccccc4O)c3C2c2ccccc2)cc1 (stereo not drawn) | -9.7%[76.3 µM]

Single entries from the entries so far.
`Cc1cc(C)c[n+](CC(=O)c2ccccc2)c1` in GAA glycogen mod = -5.8%[76.3 µM]
`NS(=O)(=O)c1ccc(CCNC(=O)C2CCN(c3ncnc4c3nc3n4CCCCC3)CC2)cc1` in GAA glycogen mod = 1.1%&11.3%[76.3 µM]
`O=C(NCC1CCN(Cc2ccccc2F)CC1)Nc1cccc(Br)c1` in GAA glycogen mod = 2.9%

Remaining list, next part
SMILES | GAA glycogen mod
COc1ccc(NC(=O)CCN2C(=O)c3ccccc3C2=O)c(OC)c1 | 7.7%[76.3 µM]
CCC1Sc2ccc(S(=O)(=O)CCC(=O)Nc3ccc(OC(F)(F)F)cc3)cc2NC1=O (stereo not drawn) | -1.0%[76.3 µM]
COc1ccc(CNc2ccc([N+](=O)[O-])cn2)cc1 | 3.1%
O=C(Nc1cccc(Cl)c1N1CCOCC1)c1cccnc1 | 5.2%
O=c1c2oc3ccccc3c2n(Cc2ccc(Cl)cc2)c(=O)n1Cc1ccc2c(c1)OCO2 | 13.8%[76.3 µM]
O=CNCCc1nc2ccccc2n1CCc1ccccc1 | 3.4%[76.3 µM]
CCc1ccc(NC(=O)C(C)n2nnc3sc(-c4ccccc4)cc3c2=O)cc1 (stereo not drawn) | -1.3%[76.3 µM]
COc1cccc(NC(=O)CCCCCN2C(=O)[C@@H]3Cc4ccccc4CN3C2=O)c1 | -1.9%[76.3 µM]
COc1cc(C)ccc1OCc1cc(C(=O)NCc2ccncc2)no1 | -5.6%[76.3 µM]
Cc1cc(C(=O)Nc2sccc2C#N)c2ccccc2n1 | -5.3%[76.3 µM]
COc1ccc(S(=O)(=O)N(C)c2ccc(C(=O)Nc3ccccc3C(=O)N3CCOCC3)cc2)cc1 | -0.8%[76.3 µM]
COc1ccc(CCNc2nc3cc(OC)c(OC)cc3c3nc(-c4cccnc4)nn23)cc1OC | -2.6%[76.3 µM]
CCc1ccc(CNC(=O)CSc2cc(=O)n(CC)c3ccccc23)cc1 | -8.7%[76.3 µM]
Cc1ccc(NC(=O)Cn2c(=O)nc(-c3ccccc3F)c3cc(Cl)ccc32)c(Br)c1 | 9.7%[76.3 µM]
O=C(NCc1ccc(F)cc1)c1cnc(Cl)c(Cl)c1 | 3.1%
O=C(CN1CCOCC1)NCc1ccc(F)cc1 | -3.2%
COC(=O)c1ccccc1NC(=O)Cn1c(=O)n(-c2ccc(Cl)cc2)c(=O)c2c(C)c(C)sc21 | 20.2%[76.3 µM]
Cc1cccc(NC(=O)CSc2n[nH]c(-c3ccncc3)n2)c1C | 2.9%[76.3 µM]
COc1ccc2c3c(c(=O)oc2c1)C1O[C@](c2ccsc2)(Cc2ccccc21)O3 | -14.6%[15.3 µM]
